KDM5B inh: Primary screen for KDM5B Histone Demethylases FDH-coupled qHTS; KDM5B demethylase, FDH-coupled NADH fluorescence (FDH is formaldehyde dehydrogenase); Potency, µM (top dose mostly 57.7 µM), without a hit: top-dose activity change, negative = inhibition, hits mostly inhibitors; actives 2.6% (n = 220,000); AID 1347165, 2019; active = well fitted inhibition curve with a large enough effect; inconclusive = small, poorly fitted or top-dose-only effect; inactive = no such curve, though single readings can be large or run the other way; also: 0% is about no effect; nearly all actives have a fitted effect of over 70% in size
Target sequence (Q9UGL1 whole entry, looked up): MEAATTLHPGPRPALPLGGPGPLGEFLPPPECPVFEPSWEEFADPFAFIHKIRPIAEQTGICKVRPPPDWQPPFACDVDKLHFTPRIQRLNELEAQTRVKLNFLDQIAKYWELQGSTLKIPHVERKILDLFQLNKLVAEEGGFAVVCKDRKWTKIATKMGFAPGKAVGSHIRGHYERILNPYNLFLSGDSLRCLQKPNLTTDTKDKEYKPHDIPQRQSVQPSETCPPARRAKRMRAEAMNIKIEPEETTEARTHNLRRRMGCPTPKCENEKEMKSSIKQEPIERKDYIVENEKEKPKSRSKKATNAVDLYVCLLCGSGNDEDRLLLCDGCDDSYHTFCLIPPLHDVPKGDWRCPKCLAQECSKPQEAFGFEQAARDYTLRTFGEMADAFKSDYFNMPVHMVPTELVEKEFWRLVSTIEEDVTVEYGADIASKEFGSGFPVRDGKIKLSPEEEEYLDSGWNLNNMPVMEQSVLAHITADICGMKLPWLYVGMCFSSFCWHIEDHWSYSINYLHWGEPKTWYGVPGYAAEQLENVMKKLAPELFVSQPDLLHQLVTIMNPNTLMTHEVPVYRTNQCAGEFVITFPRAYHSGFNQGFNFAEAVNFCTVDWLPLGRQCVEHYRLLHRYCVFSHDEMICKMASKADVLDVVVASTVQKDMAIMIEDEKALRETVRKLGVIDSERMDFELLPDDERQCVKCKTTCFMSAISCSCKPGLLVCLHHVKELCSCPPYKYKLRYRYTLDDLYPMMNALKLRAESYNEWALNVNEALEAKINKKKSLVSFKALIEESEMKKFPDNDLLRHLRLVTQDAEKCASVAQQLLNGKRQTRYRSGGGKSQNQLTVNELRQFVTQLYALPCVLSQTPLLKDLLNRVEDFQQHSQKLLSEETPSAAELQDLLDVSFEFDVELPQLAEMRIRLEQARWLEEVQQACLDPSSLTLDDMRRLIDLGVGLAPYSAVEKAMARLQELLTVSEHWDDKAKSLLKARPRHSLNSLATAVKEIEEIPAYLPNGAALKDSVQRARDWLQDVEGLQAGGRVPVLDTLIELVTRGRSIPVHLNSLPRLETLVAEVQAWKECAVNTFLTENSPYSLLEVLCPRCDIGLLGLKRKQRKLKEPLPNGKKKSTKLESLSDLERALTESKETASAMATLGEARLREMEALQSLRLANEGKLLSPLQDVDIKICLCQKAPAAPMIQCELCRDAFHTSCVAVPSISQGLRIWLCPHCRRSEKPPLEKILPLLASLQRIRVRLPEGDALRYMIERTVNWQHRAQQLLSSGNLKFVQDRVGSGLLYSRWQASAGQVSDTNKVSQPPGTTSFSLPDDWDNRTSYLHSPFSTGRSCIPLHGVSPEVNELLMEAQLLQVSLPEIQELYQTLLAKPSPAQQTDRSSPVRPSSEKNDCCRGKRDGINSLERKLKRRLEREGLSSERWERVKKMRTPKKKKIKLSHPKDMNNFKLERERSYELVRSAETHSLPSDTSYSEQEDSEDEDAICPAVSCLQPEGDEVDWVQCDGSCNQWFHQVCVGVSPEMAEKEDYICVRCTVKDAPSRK
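Measured: NADH fluorescence change, 30 min, RT. System: KDM5BΔAP 200 nM final, H3K4me3 peptide, α-KG, Fe(II), ascorbate, NAD⁺ plus FDH, pH 7.5 HEPES. Compounds: titrated, 10 min pre-incubation with enzyme.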
The depositor's hits bear a star; ? = inconclusive; [ ] = another dose, or the depositor's remark. Potency is read from the fitted curve at half-maximal effect.

molecule,KDM5B inh
CN(C)C(=O)c1ccc(NC(=O)c2ccc3ccccc3n2)cc1,-16%
O=C(NCc1ccc(NC(=O)C2CC2)cc1)c1ccc[n+]([O-])c1,-6%
CCOc1ccc(C(=O)Nc2cc(C)ccc2OCc2cc(=O)n3oc(C)cc3n2)cc1,10%
Cc1occc1C(=O)Nc1nc(CC(=O)Nc2ccc3c(c2)CCC3)cs1,-23%
COc1ccc(CCNC(=O)Cn2nnc(-c3ccc(Cl)cc3)n2)cc1OC,-4%
COc1ccc(N2CCN(C(=O)CCS(=O)(=O)c3cc(Br)cc4c3N(C(=O)C3CC3)CC4)CC2)cc1,-17%
CCc1ccc(OC(=O)CSc2nnc(-c3ccc(OC)c(OC)c3)o2)cc1,382%[activator]
CNC(=O)c1noc([C@@H]2CC(F)(F)CN2Cc2cnn(C(C)C)c2)n1,18%
COc1ccc(CC(=O)NNC(=O)COCC(=O)Nc2ccc(C#N)cc2)cc1,-8%
N#Cc1cccc(C(=O)Nc2ccc(Cl)cc2C(F)(F)F)c1,18%
Cc1ccc(Nc2nc3ccccc3nc2NS(=O)(=O)c2ccc(F)cc2)cc1,-6%
CCC(=O)N1CCN(c2nc3c(s2)CC(C(=O)N2CCCCC2)CC3)CC1 (configuration not stated),2%
COc1ccc(-c2cc3nc(C)c(CCC(=O)N4CCN(c5cc(C)ccc5C)CC4)c(C)n3n2)c(OC)c1,?
O=C(NC1CCN(c2cc(-c3cccs3)[nH]n2)C1)c1ccccn1 (configuration not stated),?
CSc1nc(C)cc(Nc2cccc(C(=O)O)c2)n1,?
CCCCCOc1ccc(C(C)=O)cc1,21%
COc1ccc(C(=O)Nc2nnc(S(=O)(=O)N(C)c3ccc(Cl)cc3)s2)cc1OC,-35%
Cc1cccc(C2CC(=O)Oc3c2c(=O)n(C)c2ccccc32)c1 (configuration not stated),?
CCOC(=O)c1ccc(NC(=O)N2Cc3[nH]cnc3C[C@H]2c2nc(-c3ccncc3)no2)cc1,-28%
O=C(NC1CCN(S(=O)(=O)c2cccc(F)c2F)CC1)C1CC1,16%
CCCCn1c(=O)[nH]c(=O)c2c1nc(CSc1nnc(-c3ccco3)n1C)n2CC,9%
CCCCC(=O)N1CCC(c2nc3ccccc3o2)CC1,20%
CCNC(=O)NC(=O)C(C)N(C)CC(=O)Nc1ccc(O)cc1 (configuration not stated),-19%
CCN1CCN(c2ccc(NC(=O)c3cccc(NC(=O)c4cccs4)c3)cc2)CC1,10%
O=C(CSCC(O)c1ccccc1)NC(=O)NCC(F)(F)F (configuration not stated),5%

The list goes on:
molecule,KDM5B inh
O=C(CCc1ncc(-c2ccccc2F)o1)N1CCN(c2ccc([N+](=O)[O-])cc2)CC1,9%
Cc1ccc(S(=O)(=O)N2CCN(Cc3nc4ccc(C)cc4o3)CC2)cc1,?
Cc1ccc(-c2cn(-c3cccc(Cl)c3)c(S(=O)(=O)CC(=O)Nc3cccc(C)c3)n2)cc1,?
Cc1ccc(C)c(Cn2c(=O)cc(C)c3c(C)nn(C)c32)c1,-19%
Cc1cccc2sc(N(Cc3cccnc3)C(=O)c3ccco3)nc12,-26%
Cc1nc(-c2ccc3c(c2)CCC(=O)N3)cs1,32%[activator]
Cc1cc(C(=O)NC2CCNCC2)c2c(C3CCNCC3)noc2n1,-19%[149 µM]
O=C(Nc1nc2cc3c(cc2s1)OCCCO3)c1cccc(Cl)c1,?
O=C(O)C/C(=C/c1ccccc1OC(F)F)c1nc2ccccc2s1,43%[activator]
CS(=O)(=O)N(CCCC(=O)Nc1ccc(Br)cc1F)c1ccccc1,?
O=C(NC1CC1)c1ccc(CC2CCN(C(=O)c3ccc4ccccc4n3)CC2)cc1,6%
O=C1CCC2(CCN1)CCN(S(=O)(=O)c1cccnc1)CC2,2%
COC(=O)CN1C(=O)[C@@H]2C[C@@H](O)CN2C2(CN(Cc3ccccc3)C2)C1=O,15%[86.2 µM]
Cc1nc2nc(SCc3ccc(F)cc3Cl)nn2c(C)c1Cc1ccccc1,?
CCOP(=O)(Nc1ccc2oc(=O)c3ccccc3c2c1)OCC,-39%
CCNC(=O)CC1COc2ccc(C(=O)NCCOC)cc2N1C (configuration not stated),32µM*
COc1cccc(Nc2cc3c(cn2)CN(C(C)=O)CCN3)c1,-30%[86.2 µM]
O=C(Nc1cccc(C(F)(F)F)c1)Nc1cccs1,?
CC(C)(C)c1cc(C=O)cc(C(C)(C)C)c1O,2%
C=CCNC(=O)NC(=O)CSc1nc(C2CC2)nc2ccccc12,11%
Cc1ccc(OCC(=O)Nc2ccc3oc(-c4cccc5ccccc45)nc3c2)c(-n2cnnc2)c1,-61%
O=C(Nc1ccc(F)cc1F)Nc1c(NC2CCCCC2)c2ccccc2oc1=O,1%
CC(=O)Nc1nonc1-c1nnc(SCC(=O)Nc2cccc(F)c2)n1-c1ccccc1,-11%
CCCN(CC1CCOC1)C(=O)Nc1ccc(Cl)cc1F (configuration not stated),15%
COc1ccc(C(=O)Nc2ccccc2C(=O)Nc2ccccc2)cc1Br,16%

With a hit mark in KDM5B inh, of those listed so far:
molecule,KDM5B inh
CCNC(=O)CC1COc2ccc(C(=O)NCCOC)cc2N1C (configuration not stated),32µM*

The listing picks up, starting three compounds before the break.
molecule | KDM5B inh
CC(=O)Nc1nonc1-c1nnc(SCC(=O)Nc2cccc(F)c2)n1-c1ccccc1 | -11%
CCCN(CC1CCOC1)C(=O)Nc1ccc(Cl)cc1F (configuration not stated) | 15%
COc1ccc(C(=O)Nc2ccccc2C(=O)Nc2ccccc2)cc1Br | 16%
COc1cc(Cl)c(C)cc1NC(=O)c1cnc(N2CCOCC2)c2ccccc12 | ?
CC(=O)/C(N=Nc1nc2c([nH]1)c(=O)n(C)c(=O)n2C)=C(\C)O | 1%
Cc1ccc(Cc2c(C)nc3nc(SCC(=O)NC(C)c4ccccc4)nn3c2C)cc1 (configuration not stated) | -12%
CC(=O)Nc1ccc(NC(=O)Cn2c(=O)n(-c3ccccc3)c(=O)c3oc4ccccc4c32)cc1 | -1%
COc1ccccc1C(=O)Nc1ccc2nc(N3CCC(C)CC3)cc(C)c2c1 | ?
CN(C)c1cccc(C(=O)NC2CCCN(c3cc(-c4ccccc4)[nH]n3)C2)c1 (configuration not stated) | ?
Cc1ccc2nc(-c3ccc(NC(=O)c4ccc(S(C)(=O)=O)cc4)cc3)sc2c1 | -8%
CCSc1ncc(Cl)c(C(=O)N2CCN(c3ccccc3OC)CC2)n1 | -1%
O=C(CCC(=O)c1ccc(Cl)cc1)OCC(=O)c1ccc(-c2ccccc2)cc1 | 13%
CC(C)CCNC(=O)CN(Cc1ccccc1Cl)C(=O)CCC(=O)Nc1ccccn1 | 0%
CCN(CC)CCNC(=O)c1cc(-c2ccc(Br)s2)nc2ccccc12 | ?
O=C(Nc1ccc(SC2CCCC2)cc1)C1CCCC1 | -2%
CN1CCN(C(=O)c2ccccc2C2CCNC2)CC1 (configuration not stated) | ?
Cc1ccc(S(=O)(=O)N2CCC(N3CCN(C)CC3)CC2)cc1Cl | 27%
CCC(=O)NC[C@H]1Cn2cc(-c3ccc(OC)cc3)nc2CO1 | -11%[86.2 µM]
Cn1c(=O)c2c(nc(SCC(=O)N3CCOCC3)n2Cc2ccc(Cl)cc2Cl)n(C)c1=O | 1%
COc1cc2oc(=O)c(CC(=O)NC3CC3)c(C)c2cc1Cl | -13%
COC(=O)c1ccc(NC(=O)NCCn2nnc3cc(S(=O)(=O)N(C)C)ccc32)cc1 | -3%
CN(C)c1ccc2nnc(-c3cc(C(=O)NCc4ccccc4)ccn3)n2n1 | 8%[86.2 µM]
COc1cccc(NC(=O)CSc2nnc(COc3ccccc3)n2Cc2ccco2)c1 | -16%
CCc1ccc2occ(CC(=O)Nc3ccccc3C(F)(F)F)c2c1 | 13%
CCOc1ccc(-c2nc(CSCC(=O)N3CCN(c4cccc(C(F)(F)F)c4)CC3)c(C)o2)cc1 | ?
Cc1cc(C)n2ncc(-c3cccc(Br)c3)c2n1 | ?
O=C(c1ccccc1)N1CCOCC12CCN(Cc1ccc3[nH]ccc3c1)CC2 | -4%[86.2 µM]
Cc1cc2oc(=O)sc2cc1NS(=O)(=O)c1ccccc1 | -5%
O=C(CN1CC2CC(C1)[C@H]1CCCC(=O)N1C2)N1CCCCC1 (some centres not stated) | 5%
O=C(C1COc2ccccc2O1)N1CCc2onc(-c3cccc(F)c3)c2C1 (configuration not stated) | -18%
CC(=O)c1cccc(N(CC(=O)NC2CCCCC2)C(=O)CNC(=O)c2cccs2)c1 | 19%
CCCN1CCC2(CCN([S+](=O)([O-])c3ccc(C)cc3)CC2)Oc2ccccc21 | ?
Cc1cc(=O)c2cc(Br)ccc2n1CC(=O)NCc1ccccc1 | -14%

Four entries already listed, arranged by the number in KDM5B inh, smallest number first:
SMILES | KDM5B inh
Cc1ccc(Cc2c(C)nc3nc(SCC(=O)NC(C)c4ccccc4)nn3c2C)cc1 (configuration not stated) | -12%
Cn1c(=O)c2c(nc(SCC(=O)N3CCOCC3)n2Cc2ccc(Cl)cc2Cl)n(C)c1=O | 1%
O=C(CCC(=O)c1ccc(Cl)cc1)OCC(=O)c1ccc(-c2ccccc2)cc1 | 13%
CC(=O)c1cccc(N(CC(=O)NC2CCCCC2)C(=O)CNC(=O)c2cccs2)c1 | 19%

New compounds follow
molecule | KDM5B inh
COCCOc1cc(C)c2c(c1C)C[C@H](C(C)C(=O)N1CCCCC1)CC2 (some centres not stated) | 1%[86.2 µM]
CC(=O)Nc1ccc(NC(=O)CN2C(=O)NC3(CCS(=O)(=O)CC3)C2=O)cc1 | ?
COc1cc(NS(=O)(=O)c2ccc(C)cc2)cc2sc(NC(=O)c3ccccc3)nc12 | ?
O=C(NCC(=O)N1CCN(S(=O)(=O)c2ccccc2)CC1)NCc1ccccc1 | 11%
Cc1ccc([S+](=O)([O-])c2nnn3c2nc(N2CCC(F)CC2)c2ccccc23)cc1 | ?
COCCCNc1nc2c(c(=O)n(C)c(=O)n2C)n1Cc1cccc(Br)c1 | 4%
CN(C)c1ccc(-c2noc([C@@H]3CCCN3CC3CCCCC3)n2)cn1 | 40µM*
CCOc1cc(=O)n2c(c1C(=O)NCc1cccc(OC)c1)CCCC2 | 31%[activator]
CC(C)c1ccc(C2C(C#N)=C(N)OC3=C2C(=O)CC(C)(C)C3)cc1 (configuration not stated) | -8%
O=C(NCC1Cn2cccc2C(=O)N1Cc1ccccc1)Nc1ccccc1F (configuration not stated) | -22%
CN(c1ccccc1)c1cc(=O)c2ccnc(-c3ccncc3)c2o1 | 10%[86.2 µM]
COc1cc(Cl)ccc1C(=O)N[C@@H]1C[C@H]2C(=O)N(C)CC(=O)N2C1 | 24%
Cc1noc(C)c1[S+](=O)([O-])N1CCCC2(C1)C(=NC1CCCC1)NC(=O)N2c1cc(F)cc(F)c1 (configuration not stated) | 2%
COc1cccc(C2C(C(=O)Nc3cccnc3)=C(C)Nc3nc(SCc4ccccc4)nn32)c1 (configuration not stated) | 18%
CCCc1nn2c(=O)cc(COC(=O)c3cccc(NC(=O)COc4ccccc4C)c3)nc2s1 | -2%
CCOc1ccc(NC(=O)CSc2cn(CCNC(=O)c3ccccc3F)c3ccccc23)cc1 | 7%
O=C(Nc1cccc(F)c1)Nc1ccnn1C1CCN(C(=O)C2CCC2)CC1 | -28%
O=C(NC[C@H]1OC[C@@H](NCc2ccccn2)[C@@H]1O)Nc1ccccc1 | 44%[86.2 µM]
CCCOc1ccccc1C1Oc2nc(SC)nnc2-c2ccccc2N1C(C)=O (configuration not stated) | -8%
COc1ccc(CCNC(=O)c2ccc3nc4cc(Cl)ccc4c(=O)n3c2)cc1OC | ?
Cc1ccc(C(=O)N/N=C2/CC(=O)CC(C)(C)C2)cc1 | -12%
CC1CCN(c2ncnc3c2CN(c2ccccc2)C(=O)N(C)C3)C1 (configuration not stated) | ?
COc1cccc2cc(-c3cc(=O)oc4ccc(OC(C)=O)cc34)oc12 | ?
COc1ccc(CCNC(=O)c2c(C)noc2-c2cccs2)cc1OC | -13%
CCCN1Cc2cccc(C(=O)Nc3cc(Cl)cc(Cl)c3)c2C1=O | 20%
CCc1noc(-c2cccn3c(CNC(=O)c4ccccc4C)nnc23)n1 | 28µM*
O=C(NCCc1c[nH]c2ccccc12)c1ccccc1Oc1ccccc1 | -22%
Cc1cc(C)cc(NC(=O)C2CCCN2S(=O)(=O)c2ccc3c(c2)CCCC(=O)N3)c1 (configuration not stated) | -18%
CCCc1c(C(=O)NCCc2ccccc2)nnn1-c1ccc(C)cc1 | 11%
COc1ccc(CN(C)C2CCc3nn(C)c(=O)n3CC2)cc1Cn1cccn1 (configuration not stated) | -26%

Next part:
molecule | KDM5B inh
O=C(Cn1c(=O)n(-c2ccc(F)cc2)c(=O)c2sc3ccccc3c21)N1CCCC1 | ?
CN1CCCC2(Cc3ccccc3CN(C(=O)C3CCCC3)C2)C1 (configuration not stated) | 20%[149 µM]
CCOC(=O)c1cccc(NC(=O)c2c(C)oc3ccn(Cc4ccc(F)cc4)c(=O)c23)c1 | 9%
CCOc1ccc(-c2cc(C(=O)N3CCN(S(=O)(=O)c4cc(Cl)ccc4OC)CC3)[nH]n2)cc1 | -11%
CCc1cccc(NC(=O)CSc2n[nH]c(-c3ccccc3Cl)n2)c1 | ?
Cc1ccc(OCC(=O)Oc2ccccc2[N+](=O)[O-])cc1 | ?
Cc1ccc(CCNC(=O)c2cc3c(=O)oc4ccccc4c3s2)cc1 | 8%
CCCn1nnc(NCc2c(F)cccc2Cl)n1 | 6%
CN(C)CCN(C(=O)c1ccc(Br)s1)c1nc2cc3c(cc2s1)OCCO3 | -7%
O=C(NCCN1CCCC1)c1cc2cn(C3CC3)cc2s1 | 10µM*

Structural class: the compounds so far containing a nitro group on carbon
molecule | KDM5B inh
O=C(CCc1ncc(-c2ccccc2F)o1)N1CCN(c2ccc([N+](=O)[O-])cc2)CC1 | 9%
Cc1ccc(OCC(=O)Oc2ccccc2[N+](=O)[O-])cc1 | ?

From PubChem

These rows are one share of the data; count on the stated rates, not on these rows.
